Screens: PubChem, several laboratories
Rv3671c inh = Rv3671c (M. tuberculosis) protease inhibition | inhibition, % at 5.96 µM | 0.048% of 320,000 active | P9WHR9; in the data active means inhibition above about 38%;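 further: extracellular domain of Rv3671c used as enzyme; 0% = enzyme with DMSO and 100% = no enzyme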
Target sequence (P9WHR9 whole entry, looked up, the tested form may be a part): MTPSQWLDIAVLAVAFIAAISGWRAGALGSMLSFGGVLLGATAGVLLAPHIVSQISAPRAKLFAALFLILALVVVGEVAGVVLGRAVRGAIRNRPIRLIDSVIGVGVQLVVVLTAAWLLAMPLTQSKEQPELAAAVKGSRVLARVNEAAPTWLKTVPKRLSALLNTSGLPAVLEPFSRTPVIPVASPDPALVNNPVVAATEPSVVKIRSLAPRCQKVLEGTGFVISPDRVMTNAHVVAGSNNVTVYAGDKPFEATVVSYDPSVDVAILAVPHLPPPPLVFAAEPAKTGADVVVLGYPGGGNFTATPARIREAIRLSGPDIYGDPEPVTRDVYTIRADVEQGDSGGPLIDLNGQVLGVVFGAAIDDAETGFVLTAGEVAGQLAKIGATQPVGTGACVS
FBA Mtb inh = Mtb fructose-bisphosphate aldolase inhibition. P9WQA3. inhibition, % at 1 µM. AID 588726. purified M. tuberculosis FBA, fluorescence read-out. 2.3% of 360,000 active; in the data active means inhibition above about 27%;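 further: 0% = vehicle and 100% = reference inhibitor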
FadD28 FP inh = inhibitors of Mycobacterium tuberculosis FadD28 bisubstrate binding; FadD28 bisubstrate probe binding, fluorescence polarization; inhibition, % at 12.5 µM; 0.22% of 360,000 active; in the data active means inhibition above about 8.5%, passing the limit was not always enough; inconclusive means no clear call, values can overlap the other calls
PrPC TRFRET = inhibitors of human cell surface prion protein PrPC | P04156 | inhibition, % at 13.8 µM | AID 720596 | TR-FRET read-out | 0.43% of 370,000 active; in the data active means inhibition above about 24%; further: 0% = median of the test wells and 100% = reference compound wells
UGM FP inh = Mtb UDP-galactopyranose mutase inhibition | purified UGM, fluorescence polarization probe displacement | inhibition, % at 10 µM | 0.06% of 320,000 active | AID 504406; in the data active means inhibition above about 10%, passing the limit was not always enough; inconclusive means no clear call, values can overlap the other calls
Target sequence (P9WIQ1 whole entry, looked up): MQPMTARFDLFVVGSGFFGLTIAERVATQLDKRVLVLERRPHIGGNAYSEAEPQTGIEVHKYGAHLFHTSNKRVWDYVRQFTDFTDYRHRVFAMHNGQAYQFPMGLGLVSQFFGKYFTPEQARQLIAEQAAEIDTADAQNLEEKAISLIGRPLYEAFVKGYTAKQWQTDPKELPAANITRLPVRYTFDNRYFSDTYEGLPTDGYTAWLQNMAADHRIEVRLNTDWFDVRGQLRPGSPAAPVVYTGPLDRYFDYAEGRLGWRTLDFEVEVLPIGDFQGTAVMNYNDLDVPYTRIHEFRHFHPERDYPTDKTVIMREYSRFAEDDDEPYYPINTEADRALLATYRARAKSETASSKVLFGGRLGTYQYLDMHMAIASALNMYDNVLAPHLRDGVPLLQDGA
Mtb BioA inh = BioA (M. tuberculosis) enzyme inhibition. purified M. tuberculosis BioA enzyme, plate reader. 0.096% of 360,000 active. inhibition, % at 9.99 µM; in the data active means inhibition above about 40%; inconclusive means no clear call, values can overlap the other calls
BoNT F protease = BoNT F light chain protease inhibition; Multiplex microsphere protease cleavage assay, flow cytometry; inhibition, % at 10 µM; 0.22% of 360,000 active; AID 588497; in the data active means inhibition above about 35%, passing the limit was not always enough; inconclusive means no clear call, values can overlap the other calls; further: plate controls were buffer without enzyme for full effect and enzyme alone for no effect
GDH-TPI inh = GDH-TPI coupled enzyme inhibition counter-screen. inhibition, % at 4.8 µM. 1.2% of 360,000 active. GDH-TPI coupled enzyme counterscreen, NADH absorbance. AID 588335; in the data active means inhibition above about 30%;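 further: 0% = DMSO wells and 100% = wells lacking the enzyme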
MazF activator = increases E. coli MazEF RNase cleavage of RNA; P0AE70; FAM/BHQ RNA-DNA oligo cleavage fluorescence, 5 h; activation, % at 20 µM; 0.32% of 350,000 active; in the data active means activation above about 50%
Target sequence (P0AE70 whole entry, looked up): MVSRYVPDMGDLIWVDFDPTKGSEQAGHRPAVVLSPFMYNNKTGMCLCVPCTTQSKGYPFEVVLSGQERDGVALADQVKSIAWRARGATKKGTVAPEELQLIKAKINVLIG
The depositor's hits bear a star; ? = inconclusive; . = no result given; & = joins results of further samples.

SMILES	Rv3671c inh	FBA Mtb inh	FadD28 FP inh	PrPC TRFRET	UGM FP inh	Mtb BioA inh	BoNT F protease	GDH-TPI inh	MazF activator
CCOc1c(Br)cc(/C=C2/SC(=O)N(CC(=O)N3CCCC3)C2=O)cc1OC	-2	-9	-2.8	-4	0.4	-2.2	-3	7	-23
CCCOc1ccc(-c2c(C(=O)N/N=C/C3CCCCC3)nnn2-c2nonc2N)cc1	-12	2	-1.9	1	2.5	2.4	7	5	5
CCn1c(SCC(=O)Nc2ccccc2C)nnc1-c1ccccc1O	5	2	-1.5	24	-6.0	0.5	-3	6	0
Cc1ccc(S(=O)(=O)N(CC(=O)Nc2ccccc2C(=O)O)c2cccc(Cl)c2C)cc1	-6	3	-9.4	1	3.1	.	-8	16	6
O=c1c2ccccc2nnn1CSc1nc2sc3c(c2c(=O)n1CC1CCCO1)CCC3 (stereo not given)	7	-1	-3.2	0	2.2	-0.9	-7	0	-8
CC1=C2C3OC(=O)C(C)C3CCC2(C)C=C(Cl)C1=O (stereo not given)	.	0	0.4	-4	.	-2.2	1	5	8
C[C@H]1CN([C@@H](C)CO)C(=O)CCCn2nncc2CO[C@@H]1CN(C)Cc1ccc(C(F)(F)F)cc1	.	0	-0.8	8	.	0.2&-0.2	1	-4	3
O=C(COC(=O)c1ccc(O)cc1)Nc1ccc2c(c1)OCCO2	1	2	-1.7	-8	4.7	0.5	-2	12	-21
COc1cccc(OC)c1NC(=O)C1CCCN1C(=O)Nc1ccccc1Cl (stereo not given)	.	1	-0.2	-8	.	-2.0	5	5	-7
O=C(CSc1ccc(-c2ccccc2)nn1)N1CCCc2ccccc21	0	1	-2.1	-3	-0.1	1.3	-13	-2	0
Cc1ccc(S(=O)(=O)NCC(=O)N(CC(=O)NCc2ccco2)Cc2cccs2)cc1	-1	0	-2.7	0	0.6	-2.3	-3	-6	-5
Cc1ccc(S(=O)(=O)N2CCOCC2)cc1C(=O)NNC(=O)c1ccoc1C	5	-1	0.2	7	1.0	.	-3	-9	2
CN1CCN(c2nc3c(c(=O)n(C)c(=O)n3C)n2Cc2ccccc2Cl)CC1	-2	0	-2.8	-1	-2.3	-1.1	21	3	19
COc1cc(/C=N/NS(=O)(=O)c2ccc(Br)cc2)ccc1O	-1	4	-1.2	1	0.2	1.5	0	13	0
CCOC(=O)c1c(CN2CCCCC2)oc2ccc(OC)cc12	-4&-10	4&5	-3.4&-0.6	-7&-6	-4.9&1.0	-1.1&0.5	0&-8	-14&4	-6&3
NS(=O)(=O)c1ccc(C(=O)O)cc1	-1	-1	-1.4	7	-1.3	-0.6	1	8	1
COCCn1c(SC(C(=O)Nc2cc(C)ccc2OC)c2ccccc2)nnc1-c1ccc(Cl)cc1 (stereo not given)	-15	2	-0.6	-3	6.2	.	-14	1	6
Cc1cccc(NC(=O)COc2ccc(Br)cc2C)n1	1	2	-1.8	8	-1.9	-0.4	1	11	8
COc1ccc(-c2c(-c3cc(OC)cc(OC)c3)n(C)c3ccc(-c4ccc(S(N)(=O)=O)cc4)cc23)cc1	6	54*	-1.2	-4	0.3	-0.5	2	12	-15
COc1ccc(N2CCN(C3CCCN(Cc4ccccc4OCCO)C3)CC2)cc1 (stereo not given)	-5	2	0.4	-6	0.8	-1.0	?	-1	-7
Cc1ccc(NS(=O)(=O)c2ccc(C)c(C(=O)N3CCOCC3)c2)cc1	3	4	0.6	0	2.9	0.7	-12	2	-4
CNc1nc(NC)nc(-n2c(C(F)(F)F)nc3ccccc32)n1	-1	5	-4.5	-5	-0.2	0.4	-6	-4	5
C=CCn1c(-c2cccnc2Cl)nc2ccccc21	4	-2	0.7	0	-0.1	.	-4	0	-7
O=S(=O)(NCc1ccccc1)c1cccc(S(=O)(=O)N2CCOCC2)c1	-11	3	-0.3	14	3.2	-1.7	4	4	-3
O=C1CSC(=S)N1Cc1cccnc1	-72	-5	1.8	-6	-0.3	-0.8	-4	-15	12
CCCOc1ccc(NC(=O)C2CC(=O)N(C)C(=Nc3cccc(OC)c3)S2)cc1 (stereo not given)	1	3	-2.7	-6	-0.3	1.2	-4	2	-9
COc1ccccc1C(=O)Nc1ccc(S(=O)(=O)N2CCCC2)cc1	0	1	-0.2	2	-3.1	.	-2	6	-11
CC(C)c1ccc(Nc2nnc(SCC(=O)NCC3CCCO3)s2)cc1 (stereo not given)	-5	-2	-3.0	9	7.1	2.0	-3	11	3
CCCC(=O)c1ccc(N2CCN(C(=O)c3cccs3)CC2)c(F)c1	-18	0	.	0	0.4	27	-13	17	-5
CC1CN(C(=O)C2CCCN2S(=O)(=O)c2ccc(Cl)cc2)CC(C)O1 (stereo not given)	1	0	-1.8	0	-0.9	-0.2	-2	9	4
N[C@@H](CO)c1cn([C@@H](Cc2cc3ccccc3[nH]2)C(=O)N2CCNCC2)nn1	4	5	-2.3	-8	0.7	0.4	-25	5	8
O=C(CN1CCC(n2nnc3cc(C(F)(F)F)ccc32)CC1)NNC(=O)c1ccco1	-10	-1	-1.3	-2	1.1	.	-6	10	-4
O=C(Nc1ccccc1)C1CCN(S(=O)(=O)c2ccc3c(c2)OCCO3)CC1	0	-1	-4.6	-1	0.1	.	0	4	-2
CCCCS(=O)(=O)NC1=NCN(CCOC(=O)c2ccccc2)CN1	-1	-1	-2.3	-4	0.5	-0.2	2	5	5
COc1ccccc1C(c1nnnn1Cc1ccco1)N1CCN(c2cccc(C)c2C)CC1 (stereo not given)	4	-5	-1.2	-5	-2.3	-1.0	-8	4	2
C=C1c2cccc(C(F)(F)F)c2O[C@H](C(=O)OCC)[C@H]1OC	.	0	0.6	4	.	-0.2	-3	5	-1
O=c1oc(Nc2ccc(F)cc2)nc2ccccc12	-12	10	-0.1	1	2.0	-1.0	-3	10	-14
CCOc1ccc(NC(=O)CN2CCN(CC(=O)Nc3ccc(C(=O)OC)cc3)CC2)cc1	0	0	-2.1	-9	-1.3	-0.8	-9	1	-4
Clc1cc(NC2CCCCC2)ncn1	-6	2	-0.6	-2	0.3	-1.9	-3	7	8
CC(=O)C1=C(O)C(=O)N(Cc2ccccc2)C1c1ccccc1F (stereo not given)	2	0	-3.7	-1	3.8	-0.1	2	19	0
O=C(COc1ccccc1)Nc1nc2cc3c(cc2s1)OCCO3	-2	-2	-2.1	-6	0.2	-0.5	0	8	5
COC(=O)c1cc(-c2ccccc2)sc1N	0	-1	2.5	-2	-1.2	2.9	9	20	-9
CCOC(=O)c1cc2sccc2n1CC(=O)C(C)(C)C	6	-4	-4.5	2	0.3	.	-1	0	6
O=C(CCCOc1ccc(Cl)cc1Cl)Nc1ccccn1	3	1	-0.9	3	1.5	1.5	0	3	8
CCCc1cc(=O)[nH]c(SCC(=O)NC2CCCc3ccccc32)n1 (stereo not given)	-4	0	-2.2	-7	0.0	.	-4	4	1
O=C(Nc1ccc(Cl)cc1C(F)(F)F)c1ccccc1Cl	4	3	-2.7	1	.	.	-3	-12	-3
O=c1/c(=C/c2ccco2)sc2n1CN(c1ccccc1)CN=2	3	-3	-2.9	-10	-0.8	-0.3	-11	32*	3
O=C(NC1CC1)C1CCN(S(=O)(=O)c2cc([N+](=O)[O-])ccc2Cl)CC1	3	-3	-1.4	-21	1.5	-1.0	-7	2	-3
O=C(CS(=O)(=O)Cc1ccccc1)Nc1ccc(S(=O)(=O)N2CCOCC2)cc1	-6	-2	-0.8	0	-1.9	-0.7	2	-4	-8
COc1ccc(/C=N\NC(=S)SCN2C(=O)C3CCC(C)(C2=O)C3(C)C)cc1 (stereo not given)	1	0	-1.3	-2	1.0	-0.7	-12	46*	-15
Nc1ccc(O)c2c1C(=O)c1ccccc1C2=O	56*	-1	4.1	-49	3.5	-1.7	-14	2	-136
CC(=O)N(Cc1c(C)nn(-c2ccccc2)c1Cl)c1ccc(Cl)cc1	-5	-1	-19	0	-0.8	7.0	13	10	-9
CCOc1ccc2c(=O)c(Oc3ccccc3)c(C)oc2c1	-7	3	-2.3	17	-1.5	.	-3	10	0
O=C(Cc1coc2cc3c(cc12)CCC3)OCc1cc(=O)n2c(n1)sc1ccccc12	3	0	0.0	2	0.4	-1.6	20	13	-7
O=C(NCc1ccncc1)C(=O)N/N=C/c1cccnc1	-3	1	-2.2	-8	-1.4	.	-2	2	4
CC1CCCN(S(=O)(=O)c2ccc(N(C(=O)c3cnccn3)C(C(=O)NC3CCCCC3)c3cccs3)cc2)C1 (stereo not given)	3	-2	-3.9	6	-1.7	-1.9	-1	3	-1
COc1ccccc1C(=O)NCCN1CCN(c2ccccc2)CC1	-4	0	-0.1	-6	-0.6	5.1	-5	4	-27
COc1ccccc1C(C)NC(=O)c1cc(S(=O)(=O)N2CCCCC2)ccc1C (stereo not given)	-9	2	-2.7	4	1.6	1.1	-2	3	-15
COc1cc(OC)c2c(-c3ccccc3)cc(=O)oc2c1C(CCN1CCOCC1)c1ccc2c(c1)OCO2 (stereo not given)	.	0	-1.4	-8	.	-0.5	-7	11	12
Cc1cc(=O)[nH]c(SCc2nc3ncccn3c2Br)n1	8	22	1.2	1	-3.0	.	-4	-4	5
Carrying on:
SMILES	Rv3671c inh	FBA Mtb inh	FadD28 FP inh	PrPC TRFRET	UGM FP inh	Mtb BioA inh	BoNT F protease	GDH-TPI inh	MazF activator
COCCCNC(=O)c1ccc(-n2nc(C(F)(F)F)cc2-c2cccs2)cc1	6	3	-1.5	-7	-3.2	-2.0	5	8	-7
CCOc1ccc(NC(=O)NCCCCc2ccccc2)cc1	3	0	0.9	7	-0.8	-2.2	-7	5	-4
COc1ccccc1NC(=O)c1cc(S(=O)(=O)NC2CCCC2)ccc1F	-6	-4	-0.9	15	-2.7	-0.7	0	1	11
Cn1c(Cc2ccccc2)nnc1SCC(=O)Nc1ccccc1N1CCOCC1	-7	2	-0.4	-4	-3.2	1.5	-3	0	-5

Of the compounds above, these contain an aryl thioether with sulfur outside any ring.
SMILES	Rv3671c inh	FBA Mtb inh	FadD28 FP inh	PrPC TRFRET	UGM FP inh	Mtb BioA inh	BoNT F protease	GDH-TPI inh	MazF activator
CCn1c(SCC(=O)Nc2ccccc2C)nnc1-c1ccccc1O	5	2	-1.5	24	-6.0	0.5	-3	6	0
O=c1c2ccccc2nnn1CSc1nc2sc3c(c2c(=O)n1CC1CCCO1)CCC3 (stereo not given)	7	-1	-3.2	0	2.2	-0.9	-7	0	-8
O=C(CSc1ccc(-c2ccccc2)nn1)N1CCCc2ccccc21	0	1	-2.1	-3	-0.1	1.3	-13	-2	0
COCCn1c(SC(C(=O)Nc2cc(C)ccc2OC)c2ccccc2)nnc1-c1ccc(Cl)cc1 (stereo not given)	-15	2	-0.6	-3	6.2	.	-14	1	6
CC(C)c1ccc(Nc2nnc(SCC(=O)NCC3CCCO3)s2)cc1 (stereo not given)	-5	-2	-3.0	9	7.1	2.0	-3	11	3
CCCc1cc(=O)[nH]c(SCC(=O)NC2CCCc3ccccc32)n1 (stereo not given)	-4	0	-2.2	-7	0.0	.	-4	4	1
Cc1cc(=O)[nH]c(SCc2nc3ncccn3c2Br)n1	8	22	1.2	1	-3.0	.	-4	-4	5
Cn1c(Cc2ccccc2)nnc1SCC(=O)Nc1ccccc1N1CCOCC1	-7	2	-0.4	-4	-3.2	1.5	-3	0	-5
